# Source: PubChem (several laboratories)
# SUMO Mot1 rescue: blocks SUMOylation pathway, rescuing yeast Mot1-301 growth | S. cerevisiae Mot1-301 growth rescue, ATP luminescence, 38.5C; percent above DMSO median, 100 means doubled | growth rescue, % at 18.8 µM | 320,000 compounds, 1% hits;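 active = every valid replicate shows activation above 250% relative to neutral control wells; inactive = the rest, any valid replicate at or below 250%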;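 also: OY570 slx delta 5 strain wells were the positive control but not used for scaling; some compounds called inactive have numbers as strong as hits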
# HTR5A inv ag: HTR5A inverse agonism, opioid heterodimer counter-screen. HTR5A cell line, luminescence. inhibition, % at 9.3 µM. 340,000 compounds, 0.083% hits. AID 504634; in the data active = inhibition mostly above about 23%, no sharp cut-off; inactive = mostly below about 18%;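 also: 0% = cells with DMSO and 100% = no-cell wells with DMSO; some compounds called inactive have numbers as strong as hits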
# Target sequence (P47898 whole entry, looked up): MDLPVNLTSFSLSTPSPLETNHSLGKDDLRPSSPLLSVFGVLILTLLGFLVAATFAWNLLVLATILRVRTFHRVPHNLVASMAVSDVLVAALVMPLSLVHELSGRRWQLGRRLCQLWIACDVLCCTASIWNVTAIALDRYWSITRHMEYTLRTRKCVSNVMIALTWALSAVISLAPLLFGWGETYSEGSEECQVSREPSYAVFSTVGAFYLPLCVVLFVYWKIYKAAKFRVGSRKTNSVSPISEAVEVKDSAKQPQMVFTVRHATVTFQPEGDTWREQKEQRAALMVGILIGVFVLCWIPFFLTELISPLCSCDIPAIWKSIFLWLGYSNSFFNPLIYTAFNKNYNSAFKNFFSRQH
# PKA-R2B activ: activates the human PKA-R2B holoenzyme complex. P22694+P31323. PKA-R2B holoenzyme dissociation, Cy5-IP20 fluorescence polarization; R2B truncated from residue 108, S112A mutant; 0% DMSO only, 100% 113 µM cGMP. activation, % at 11.4 µM. 340,000 compounds, 0.079% hits. AID 504700;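 active = activation above a cutoff set at the mean over all compounds plus 3 SD, cut at about 18% in these data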;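 also: higher means more holoenzyme dissociation and a rise in polarization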
# AddAB inh: less growth of phage-infected E. coli with AddAB; 330,000 compounds, 0.29% hits; inhibition, % at 11.9 µM; E. coli expressing H. pylori AddAB, absorbance growth; in the data active = inhibition above about 12%;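 also: 0% = vehicle wells of infected cells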
# CDK5 p35 inh: inhibitors of human CDK5/p35 kinase | Q00535+Q15078 | Recombinant CDK5/p35, ADP-Glo luminescence, 60 min | inhibition, % at 10 µM | 330,000 compounds, 0.01% hits | AID 488839;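 active = highest replicate inhibition of at least 50% and at least 75% of replicates reaching 50%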;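 also: plate controls were DMSO neutral control for no effect and GW8510 at 10 µM for full effect; many of its hits are not listed in these tables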
# HTR5A ag ctr: HTR5A agonism, opioid heterodimer counter-screen. P47898. HTR5A agonist assay, luminescence, cell-based. activation, % at 9.3 µM. 340,000 compounds, 0.61% hits; in the data active = activation mostly above about 9.5%, no sharp cut-off; inactive = mostly below about 7.6%;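 also: 0% = cells with vehicle only and 100% = reference agonist; strong numbers were not always called active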
# PKA-R1A act: activators of PKA-R1A complex; 340,000 compounds, 0.083% hits; activation, % at 11.4 µM; PKA-R1A dissociation, Cy5-IP20 fluorescence polarization; scaled: DMSO 0%, 113 µM cGMP 100%; P00514+P68181;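 active = percent activation above the mean of all tested compounds plus 3 SD, cut at about 19% in these data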;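 also: higher means more PKAc released from R1A so a rise in polarization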
# Tat export inh: blocks Tat-dependent protein export in E. coli; E. coli MC4100 TorA-mCherry Tat export, fluorescence; inhibition, % at 10 µM; 340,000 compounds, 0.036% hits; AID 488895;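 active = mean replicate inhibition at least 50% and at least half of replicates individually reaching 50%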;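 also: exported cargo escapes ClpAP degradation while cytoplasmic cargo is degraded and loses fluorescence; 0% = median of neutral control wells and 100% = median of NaSCN control wells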
# DAGLB inhibitor: blocks human DAGLB lipase activity; Q8NCG7; HEK293T DAGLB membrane lysate, EnzChek fluorogenic substrate; inhibition, % at 5.17 µM; 340,000 compounds, 0.059% hits; AID 504411; in the data active = inhibition above about 34%;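 also: 0% = enzyme with vehicle and 100% = wells lacking enzyme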
# Ecoli viability: bacterial growth inhibition, counter-screen for AddAB inhibitors; E. coli V3065 growth, OD600 absorbance, 18 h; inhibition, % at 11.9 µM; 330,000 compounds, 0.27% hits; AID 449728;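 active = inhibition above the campaign's mean inhibition across all tested compounds plus 3 SD, cut at about 9.9% in these data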;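 also: uninfected addAB+ strain grown without phage in ampicillin broth; 0% = DMSO wells and 100% = ciprofloxacin 0.95 µg/ml wells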
# phage Ecoli inh: E. coli growth loss with phage present; growth absorbance; 360,000 compounds, 0.26% hits; inhibition, % at 11.9 µM; AID 651602; in the data active = inhibition above about 11%
# * = called active by the depositor; nt = not tested or not shown. Compounds as they come; 2.3% or so of the library scored in one or more.
SMILES,SUMO Mot1 rescue,HTR5A inv ag,PKA-R2B activ,AddAB inh,CDK5 p35 inh,HTR5A ag ctr,PKA-R1A act,Tat export inh,DAGLB inhibitor,Ecoli viability,phage Ecoli inh
CC(=O)c1ccc(OCCCC(=O)n2nnc3ccccc32)cc1,295,16,8,-2.7,0.1,8,-3,-1,0,2.1,-0.6
CCn1nc(C(=O)N2CCN(Cc3nc4ccccc4s3)CC2)c2ccccc2c1=O,-1,1,1,1.1,1.8,0,-2,-3,0,-0.2,1.7
COc1cc(-c2nnc(-c3cc(OC)c(OC)c(OC)c3)o2)cc(OC)c1OC,6,-4,-5,2.9,1.5,1,-2,1,-2,0.5,0.4
CC1Cc2ccccc2N1S(=O)(=O)c1cccc2nsnc12 (stereo unspecified),1,-23,1,2.3,-1.5,9,5,-8,1,0.7,-0.1
COc1ccc(OC)c(-c2cn(S(=O)(=O)c3ccccc3)nc2N)c1,-17,-11,-3,1.8,-2.0,2,4,3,-4,-0.5,-1.3
NC(=O)C1(N2CCCCC2)CCN(Cc2nc3ccccc3c(=O)[nH]2)CC1,-14,-28,1,2.5,-2.7,11,-8,0,1,0.9,1.3
COc1cc(COC(=O)c2cnc(C)cn2)c(OC)cc1Br,66,-13,-6,3.1,2.3,4,0,-6,-3,0.8,3.6
Cc1nnc(C)n1/N=C/c1cc(Br)cc(Br)c1O,154,2,-25,1.0,-0.2,6,3,-1,6,1.1,5.6
COC(=O)[C@@]1(Cc2ccc(F)cc2)[C@H]2c3cc(C(=O)N4CCCC4)n(CCCNc4ncc(C(F)(F)F)cc4Cl)c3C[C@H]2CN1C(=O)c1ccccc1,3,-4,0,2.8,0.3,1,-2,-1,-8,-1.0,nt
Cn1ccsc1=NC(=O)c1ccc(Cl)cc1,80,1,-1,-0.2,-1.3,-1,-5,-7,-4,-1.3,1.2
O=S(=O)(c1ccc(Br)s1)N1CCN(Cc2ccc3c(c2)OCO3)CC1,13,-24,4,1.5,1.7,9,-5,7,-10,0.0,2.9
O=C(NCC(c1ccco1)N1CCN(c2ccccc2F)CC1)c1ccc2c(c1)OCO2 (stereo unspecified),3,-11,-6,1.3,-1.5,4,-10,7,-5,-1.1,4.1
COc1ccc(S(=O)(=O)N2CCN(C)CC2)cc1C(=O)Nc1ccccc1,-23,-10,1,0.2,-0.2,-1,-5,5,0,0.4,-2.0
COC(=O)CCCCCCCCC(O)CN1CCCCC1 (stereo unspecified),10,12,-5,2.9,0.5,3,3,-8,2,-1.5,4.9
COc1ccc(NC(=O)COC(=O)c2ccc(-n3cnnn3)cc2)c([N+](=O)[O-])c1,-3,4,18,0.3,-2.4,-2,4,2,3,-0.3,5.2
O=C(COc1ccc(Br)cc1Br)NC1CCCC1,82,3,0,-0.1,3.0,-1,-5,25,-3,-0.2,1.1
O=C(CC12CC3CC(CC(Br)(C3)C1)C2)Nc1cccc(S(=O)(=O)NC2=NCCC2)c1,-14,-14,-5,-3.4,0.7,6,-8,12,2,0.1,3.1
NNC(=O)c1ccc(Cn2cc(Br)c(N)n2)cc1,-13,-5,-1,1.0,0.6,-2,-13,4,0,-0.7,1.5
O=C(Nc1cccc(S(=O)(=O)C(F)F)c1)c1ccc(S(=O)(=O)N2CCCC2)cc1,2,5,7,3.1,-2.7,-2,-13,30,-3,-1.2,4.0
Cc1cc(C)c2c(N)c(C(=O)Nc3ccccc3F)sc2n1,-7,1,-1,2.9,-1.5,-1,-10,3,-4,0.1,-1.7
CCCc1nnc(NC(=O)CCC(=O)N2CCN(C3CCCC3)CC2)s1,-3,-2,9,3.1,nt,1,-3,-3,3,-0.2,0.0
COc1ccc(OC)c2sc(NC(=O)C(C)C)nc12,-24,-6,-1,-0.5,-0.9,6,18,-1,1,-1.8,0.9
COC(=O)c1oc2ccc(OC)cc2c1N,-8,5,0,0.2,0.7,2,-1,-10,5,0.0,1.1
CCOC(=O)C1C(=O)C=C(C)C(C(=O)OCC)C1c1ccc(OC)cc1 (stereo unspecified),-19,-23,-1,0.1,-0.6,4,2,-1,-2,3.7,1.7

# 7 successive compounds already listed, quoted:
SMILES,SUMO Mot1 rescue,HTR5A inv ag,PKA-R2B activ,AddAB inh,CDK5 p35 inh,HTR5A ag ctr,PKA-R1A act,Tat export inh,DAGLB inhibitor,Ecoli viability,phage Ecoli inh
O=S(=O)(c1ccc(Br)s1)N1CCN(Cc2ccc3c(c2)OCO3)CC1,13,-24,4,1.5,1.7,9,-5,7,-10,0.0,2.9
O=C(NCC(c1ccco1)N1CCN(c2ccccc2F)CC1)c1ccc2c(c1)OCO2 (stereo unspecified),3,-11,-6,1.3,-1.5,4,-10,7,-5,-1.1,4.1
COc1ccc(S(=O)(=O)N2CCN(C)CC2)cc1C(=O)Nc1ccccc1,-23,-10,1,0.2,-0.2,-1,-5,5,0,0.4,-2.0
COC(=O)CCCCCCCCC(O)CN1CCCCC1 (stereo unspecified),10,12,-5,2.9,0.5,3,3,-8,2,-1.5,4.9
COc1ccc(NC(=O)COC(=O)c2ccc(-n3cnnn3)cc2)c([N+](=O)[O-])c1,-3,4,18,0.3,-2.4,-2,4,2,3,-0.3,5.2
O=C(COc1ccc(Br)cc1Br)NC1CCCC1,82,3,0,-0.1,3.0,-1,-5,25,-3,-0.2,1.1
O=C(CC12CC3CC(CC(Br)(C3)C1)C2)Nc1cccc(S(=O)(=O)NC2=NCCC2)c1,-14,-14,-5,-3.4,0.7,6,-8,12,2,0.1,3.1
